From PubChem
Tau FP inhib = inhibitors of human tau fibril formation | P10636 | K18 P301L tau heparin fibrillization, Alexa594 FP, 6 h | Potency, µM (doses to about 57.7 µM), for the others: at the highest dose activity, negative = inhibition, most hits filed as inhibitors | actives 0.39% (n = 280,000) | AID 1468; note: % is set by controls: 0 for no effect and ±100 for the full control effect; nearly all actives have a fitted effect of over 55% in size
Target sequence (P10636 561-689 P618L limits assumed): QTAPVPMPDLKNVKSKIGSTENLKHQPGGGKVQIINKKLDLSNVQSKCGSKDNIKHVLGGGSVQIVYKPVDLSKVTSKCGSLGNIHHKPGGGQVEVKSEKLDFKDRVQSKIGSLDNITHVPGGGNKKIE
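Read-out: fluorescence polarization of Alexa 594-labeled tau (0.24 uM), 555 nm excitation, 632 nm emission. Mixtures held 15 uM unlabeled K18 P301L, compound and 20 uM heparin, pH 7 acetate buffer, incubated 6 hr at 37 C.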
Tau ThT inhib = blocks human tau fibril formation measured by thioflavin T. actives 2.1% (n = 270,000). AID 1460. P10636. Potency, µM (top dose mostly 57.4 µM), for the others: at the top dose activity, negative = inhibition, usual class: inhibitors. recombinant tau K18 P301L, heparin-induced fibrillization, ThT fluorescence; note: % is set by controls: 0 for no effect and ±100 for the full control effect; nearly all actives have a fitted effect of over 55% in size
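Heparin-induced fibrillization of the P301L-mutant K18 repeat-domain fragment of human tau was followed by ThT binding in quantitative high-throughput format.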
GAA spleen mod = inhibitors or activators of human alpha-glucosidase in spleen homogenate; P10253; human spleen homogenate, 4-MU-alpha-glucoside fluorescence; AID 2112; actives 0.006% (n = 240,000); Potency, µM (titrated, usually from 79.9 µM), for inactives: at the highest dose activity change, negative = inhibition, actives largely listed as inhibitors;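 note: 0% = enzyme with vehicle and -100% = no enzyme basal signal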
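Human spleen homogenate (1 ug) with 4-methylumbelliferyl-alpha-D-glucopyranoside (1 mM final) in 50 mM citrate/phosphate pH 5.0, 0.01% Tween-20; 40 min at 37 C. Stopped at pH 10; 4-MU fluorescence Ex 365/Em 440 nm; AC50 by Hill fit.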
HTT ATP protect = protects HTT-Q103 PC12 cells, measured by ATP. actives 0.14% (n = 230,000). PC12 HTT-Q103 induced, cytoprotection, ATP luminescence, 40 h. Potency, µM (doses to about 56.4 µM), for inactives: cytoprotection (ATP increase), hits mostly activators;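 note: % of control where 0% means no effect; nearly all actives have a fitted effect of over 45% in size; toxic huntingtin expression switched on by the ecdysone agonist tebufenozide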
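Huntington model: PC12 line, ecdysone-inducible HTTQ103 exon1–GFP, tebufenozide 100 nM. Test articles in a dose series. Endpoint luminescence from cellular ATP.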
GAA glycogen = GAA glycogen-cleavage inhibition or activation; recombinant GAA, glycogen substrate, Amplex Red glucose oxidase fluorescence; Potency, µM (doses to about 76.4 µM), inactives show at the highest dose activity change, negative = inhibition, most hits filed as inhibitors; actives 0.38% (n = 300,000); AID 2100;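 note: 0% = full enzyme reaction and -100% = no-enzyme basal signal; the screen sought inhibitors and activators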
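Recombinant human alpha-glucosidase (4 nM final) hydrolysed bovine liver glycogen (30 ug) for 40 min at 37 C in pH 5.0 citrate/phosphate with 0.01% Tween-20. Released glucose detected by glucose oxidase/Amplex Red, Ex 573/Em 610 nm. Compounds up to 77 uM; AC50 from Hill fits.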
GAA inhib = blocks human lysosomal alpha-glucosidase. P10253. purified human GAA, 4-MU-alpha-glucoside fluorescence. Potency, µM (top dose mostly 76.9 µM), for inactives: at the top dose activity change, negative = inhibition, usual class: inhibitors. actives 0.005% (n = 200,000);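 note: plate controls were uninhibited enzyme wells for no effect and no-enzyme background for full effect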
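Read-out is 4-methylumbelliferone fluorescence (Ex 365/Em 440 nm) after NaOH/glycine stop at pH 10. Enzyme 4 nM, substrate 400 uM, pH 5.0 citrate buffer, 20 min room temperature; AC50 from Hill-equation concentration-response.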
GLA spleen mod = alpha-galactosidase A (human) modulation | P06280 | human spleen homogenate, 4MU-alpha-Gal fluorescence, 40 min | Potency, µM (doses to about 80 µM), without a hit: at the highest dose activity change, negative = inhibition, actives largely listed as inhibitors | actives 0.008% (n = 240,000) | AID 2107;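 note: 0% = enzyme with vehicle and -100% = no enzyme basal signal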
Target sequence (P06280 32-429 limits assumed): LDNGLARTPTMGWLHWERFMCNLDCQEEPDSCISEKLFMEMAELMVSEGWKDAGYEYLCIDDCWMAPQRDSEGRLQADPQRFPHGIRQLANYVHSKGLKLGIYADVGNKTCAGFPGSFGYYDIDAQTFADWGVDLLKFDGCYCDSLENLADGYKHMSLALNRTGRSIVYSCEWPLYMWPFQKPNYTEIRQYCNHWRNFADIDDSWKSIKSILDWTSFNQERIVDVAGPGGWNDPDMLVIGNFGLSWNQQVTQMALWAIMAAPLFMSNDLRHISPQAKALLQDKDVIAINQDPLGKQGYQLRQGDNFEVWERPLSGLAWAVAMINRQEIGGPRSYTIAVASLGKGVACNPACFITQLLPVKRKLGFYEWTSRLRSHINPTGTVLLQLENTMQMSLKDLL
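Human spleen homogenate (1 ug) was the enzyme source, with 4-methylumbelliferyl-alpha-D-galactopyranoside (1 mM final) in pH 5.0 citrate buffer with 0.01% Tween-20. Compounds were titrated; after 40 min at 37C, NaOH/glycine stop, 4-MU fluorescence read; AC50 from Hill fits.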
Tau fluor counter = counter-screen for tau fibril formation inhibitors; tau K18 P301L Alexa594 fluorescence, heparin fibrillization; Potency, µM (top dose mostly 57.7 µM), inactives show top-dose activity change, negative = decrease; actives 0.93% (n = 280,000); note: % is set by controls: 0 for no effect and ±100 for the full control effect; nearly all actives have a fitted effect of over 55% in size
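Human tau K18 P301L (15 uM unlabeled, 0.24 uM Alexa 594-labeled) in 100 mM sodium acetate pH 7 with 20 uM heparin, 6 hr at 37 C. ThT 30 uM added, 1 hr ambient; Alexa 594 FP and total fluorescence read at 555/632 nm.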
Starred values were filed as active, the others as inactive; u = inconclusive; x = not tested or not shown; & = joins results of further samples; [ ] = another dose, or the depositor's remark. Calls come from the whole dose curve; as a rule, active = well fitted curve in the direction sought with a large enough effect; inconclusive = small, poorly fitted or top-dose-only effect, or another doubt; inactive = no such curve, though single readings can be large; an effect the other way counts as inactive or inconclusive. Potency is the fitted concentration of half-maximal effect.

SMILES	Tau FP inhib	Tau ThT inhib	GAA spleen mod	HTT ATP protect	GAA glycogen	GAA inhib	GLA spleen mod	Tau fluor counter
Cc1[nH]n(-c2ccccc2)c(=O)c1N=Nc1nccs1	8.1%	12.6µM*	-1.4%	-33.2%	2.7%	-6.2%	3.4%	-28.3%
CC1(C)Cc2c(sc3nc(-c4ccccc4)n(N)c(=O)c23)CO1	5.4%	-3.8%	-1.9%	-16.6%	5.6%	5.5%	7.1%	-5.9%
COc1cccc(CNC(=O)c2ccc(S(=O)(=O)N3CCCC3)cc2)c1	2.1%	-4.2%	-1.5%	0.3%	2.4%	u	5.4%	-4.9%
CC(C)C(=O)NC(NC(=S)Nc1cccc2cccnc12)C(Cl)(Cl)Cl (stereo not drawn)	4.2%	-7.8%	-0.8%	-5.8%	-7.6%	5.2%	2.9%	-9.3%
Cc1nc(N2CCN(Cc3ccccc3)CC2)nc2c1C(=O)CC(c1ccco1)C2 (stereo not drawn)	8.5%	-10.9%	-37.4%	3.0%	2.4%	-0.3%	-1.1%	0.7%
O=C(CC(NCc1cccnc1)C(=O)O)Nc1ccc(F)cc1 (stereo not drawn)	-1.0%	4.2%	x	x	10.9%[76.3 µM]	x	x	3.6%
O=C(Nc1ccncc1NC(=O)c1cccc([N+](=O)[O-])c1)c1cccc([N+](=O)[O-])c1	-7.6%	4.5%	0.2%	-17.6%	-2.9%	-3.6%	-12.8%	-13.7%
FC(F)(F)c1cccc(N2CCN(C(=S)NCC3CCCO3)CC2)c1 (stereo not drawn)	-3.2%	-11.5%	-7.3%	21.9%	-1.0%	-5.7%	-4.3%	-18.7%
Cc1c(NC(=O)CSc2nc3ccccc3[nH]2)c(=O)n(-c2ccccc2)n1C	8.0%	-6.7%	6.6%	12.3%	-3.2%	-3.8%	-5.6%	0.9%
CC(NC(=O)COC(=O)C1=COCCO1)C12CC3CC(CC(C3)C1)C2 (stereo not drawn)	6.4%	-4.5%	3.7%	-10.8%	4.5%	10.1%	-3.2%	2.3%
Cc1ccc2c(c1)Cc1c(nc(-c3ccc(F)cc3)nc1SCC(=O)N1CCCCC1)O2	-6.5%	-0.3%	x	x	8.3%[76.3 µM]	x	x	-5.4%
O=C(COc1ccc(F)cc1)Nc1ccc2nc(SCC(=O)N3CCOCC3)sc2c1	1.1%	-3.3%	x	x	-4.9%[76.3 µM]	x	x	-13.3%
O=C[C@@H]1CCCN1C(=O)[C@@H]1CCCN1C(=O)OCc1ccccc1	22.4µM*	17.8µM*	-6.3%	-24.1%	x	x	9.4%	-24.3%
CCCSc1nnc2c(n1)OC(c1ccc(Br)s1)Nc1ccccc1-2 (stereo not drawn)	-1.4%	-7.6%	x	x	14.0%[76.3 µM]	x	x	-6.4%
CCOc1ccc(OCC)c(NC(=O)C2CCCN(S(=O)(=O)c3c(C)n[nH]c3C)C2)c1 (stereo not drawn)	-2.1%	-10.9%	6.3%	-4.8%	6.9%	-4.6%	1.4%	-19.4%
Cc1ccccc1Cn1nc(C)c(NC(=O)C2(C)CC2(Cl)Cl)c1C (stereo not drawn)	-0.5%	3.6%	-0.3%	x	6.4%	-1.8%	-1.9%	15.3%
O=[N+]([O-])c1ccccc1CSc1nnc2ccccn12	-10.8%	-0.7%	-19.9%	-29.3%	5.0%	-2.9%	-1.7%	-5.7%
OCCC1CN(Cc2cccc(O)c2)CCN1CCc1ccccc1 (stereo not drawn)	2.4%	1.0%	3.0%	13.8%[10 µM]	17.8%	u	-4.7%	-0.6%
c1ccc2c(c1)ccc1nnc(SCc3ccc4c(c3)OCCO4)n12	1.1%	-16.7%	5.5%	-47.5%[inhibitor]	-1.7%	-14.6%	9.0%	-12.2%
Fc1ccc(/C=N/NC(=S)Nc2ccc(Cl)cc2)cc1F	-11.1%	-15.2%	-7.7%	2.9%[10 µM]	-13.1%	2.9%	1.0%	-18.2%
CC(=O)NC(CCS(C)(=O)=O)C(=O)Nc1cccc(Cl)c1Cl (stereo not drawn)	1.6%	-10.0%	-17.0%	-5.8%	1.5%	-0.5%	4.9%	-2.9%
COc1ccc(NC(=O)C(Cc2ccccc2)n2cccc2)c(OC)c1 (stereo not drawn)	2.7%&-3.9%	u	1.8%	-8.9%[10 µM]	2.1%	x	-14.2%	-27.4%&-29.1%
CCOc1ccc(-c2nonc2NC(=O)c2oc3cc(Br)ccc3c2C)cc1	-10.3%	16.0%	x	x	15.0%[76.3 µM]	x	x	1.7%
CC(C)(C)n1nnnc1CN1C2CCC1CC(NC(=O)Nc1ccccc1)C2 (stereo not drawn)	-7.2%	4.9%	-14.8%	24.3%[10 µM]	5.7%	-13.5%	-13.4%	3.8%

Entries above containing a thiophene ring, fused or not:
SMILES	Tau FP inhib	Tau ThT inhib	GAA spleen mod	HTT ATP protect	GAA glycogen	GAA inhib	GLA spleen mod	Tau fluor counter
CC1(C)Cc2c(sc3nc(-c4ccccc4)n(N)c(=O)c23)CO1	5.4%	-3.8%	-1.9%	-16.6%	5.6%	5.5%	7.1%	-5.9%
CCCSc1nnc2c(n1)OC(c1ccc(Br)s1)Nc1ccccc1-2 (stereo not drawn)	-1.4%	-7.6%	x	x	14.0%[76.3 µM]	x	x	-6.4%

(continued)
SMILES	Tau FP inhib	Tau ThT inhib	GAA spleen mod	HTT ATP protect	GAA glycogen	GAA inhib	GLA spleen mod	Tau fluor counter
CON(C)c1nc(OCCNC(=O)COc2ccc(Cl)cc2C)nc(N(C)C)n1	-9.6%	-13.9%	7.4%	-12.2%	3.5%	-2.6%	8.5%	-13.5%
COC(=O)[C@@H]1[C@@H](C)OC(=O)N[C@H]1c1ccccc1	-0.5%	-1.3%	1.2%	x	-0.9%	5.3%	4.5%	-4.2%
O=C(O)Cn1c(-c2ccccc2)nc2ccccc21	1.9%	-2.8%	-14.4%	1.5%	3.1%	1.6%	-0.3%	2.7%
O=c1[nH]c(CN2CCN(c3ccc(F)cc3)CC2)nc2ccccc12	4.4%	4.3%	1.0%	-8.8%	7.7%	8.8%	5.4%	-3.4%
Cc1cccc(-c2nnc(SCC#N)n2-c2ccccc2)c1	6.6%	3.1%	2.2%	-1.7%	3.8%	-1.5%	5.8%	4.7%
O=C(O)c1c(NC(=O)c2cccc3ccccc23)sc2c1CCC2	-1.1%	u	-1.8%	0.3%	3.0%	-5.7%	-4.7%	u
O=C(CS(=O)(=O)c1cn(Cc2ccc(F)cc2)c2ccccc12)N1CCOCC1	-6.0%	-0.6%	7.3%	11.9%[10 µM]	-5.4%	x	4.9%	0.7%
Cn1c(=O)n(C)c2cc(NC(=O)c3cc4ccccc4o3)ccc21	-12.5%	u	-5.4%	-28.7%	5.6%	-12.8%	-1.9%	-19.0%
O=C(O)Cn1nnnc1SCC(=O)Nc1ccc(OC(F)(F)F)cc1	-2.3%	u	-12.1%	-27.8%	4.6%	2.5%	u	-10.8%
Nn1c(SCC(=O)NCCC2=CCCCC2)nnc1C1CCCCC1	3.3%	-1.7%	-5.7%	3.8%[10 µM]	-2.7%	-2.4%	-5.1%	7.3%
C/C(=N\NC(=O)C1CC1(C)c1ccccc1)c1ccco1 (stereo not drawn)	-0.8%	8.7%	-6.6%	28.7%[10 µM]	5.6%	-7.0%	-2.4%	3.5%
CCCCn1cc(S(=O)(=O)c2cccc(C)c2)c(=O)c2cc(F)c(N3CCOCC3)cc21	1.4%	0.1%	x	x	13.9%[76.3 µM]	x	x	0.6%
Cc1noc(C)c1C(=O)Nc1sc2c(c1C(N)=O)CCC2	8.6%	12.2%	-2.8%	24.0%	-4.2%	4.4%	1.7%	4.4%
CC1=C(C)SC(=C(C#N)c2nnc(N3CCOCC3)n2-c2ccccc2)S1	1.6%	14.4%	-5.0%	-5.0%	9.5%	-2.1%	-21.1%	17.5%
Cc1ccc(NCc2ccc(Cl)nc2)c(NCc2ccc(Cl)nc2)c1	7.0%	-16.9%	-1.2%	-42.4%[inhibitor]	u	-20.9%	1.9%	-21.9%
CCOC(=O)NC(Nc1nnc(C)s1)(C(=O)OCC)C(F)(F)F (stereo not drawn)	4.7%	11.2%	-7.7%	-5.7%	-11.5%	-6.4%	0.4%	12.2%
COc1ccc2[nH]c(=O)c(C(=O)O)cc2c1	0.8%	-4.6%	4.7%	-16.8%	6.5%	u	25.6%	-6.6%
CC(/C=N/NC(=O)c1cc(-c2cccs2)[nH]n1)=C\c1ccccc1	u	-0.3%	2.7%	-10.2%[1.9 µM]	12.9%	-0.9%	1.6%	-26.8%
CC(C)=CC(=O)Nc1ccc2c(c1)OCO2	-0.2%	-6.3%	-0.2%	-86.5%[inhibitor]	8.3%	-11.6%	3.8%	-4.2%
COc1cc(C(=O)OCC(=O)Nc2cc(-c3cc(C)c(C)cc3C)nn2-c2ccccc2)cc(OC)c1OC	-6.2%	1.4%	-1.1%	-1.3%[1.9 µM]	9.1%	u	-6.2%	-16.8%
O=C(N/N=C/c1c[nH]c2ccccc12)C1CC(=O)N(c2ccccc2)C1 (stereo not drawn)	11.5%	-10.2%	3.5%	-42.1%	4.3%	u	1.6%	-26.7%
CCN(CC)S(=O)(=O)c1cccc(C(=O)Nc2sc3c(c2C(N)=O)CCCC3)c1	-10.6%	2.3%	-2.3%	-4.8%	10.8%	-6.0%	-2.2%	-20.3%

Structural class, the compounds so far with a nitro group on carbon.
SMILES	Tau FP inhib	Tau ThT inhib	GAA spleen mod	HTT ATP protect	GAA glycogen	GAA inhib	GLA spleen mod	Tau fluor counter
O=C(Nc1ccncc1NC(=O)c1cccc([N+](=O)[O-])c1)c1cccc([N+](=O)[O-])c1	-7.6%	4.5%	0.2%	-17.6%	-2.9%	-3.6%	-12.8%	-13.7%
O=[N+]([O-])c1ccccc1CSc1nnc2ccccn12	-10.8%	-0.7%	-19.9%	-29.3%	5.0%	-2.9%	-1.7%	-5.7%

Taken from above.
Reading of Cc1ccc(NCc2ccc(Cl)nc2)c(NCc2ccc(Cl)nc2)c1 under GAA spleen mod: -1.2%
Reading of COc1cc(C(=O)OCC(=O)Nc2cc(-c3cc(C)c(C)cc3C)nn2-c2ccccc2)cc(OC)c1OC under Tau FP inhib: -6.2%
